dFosB act: activators of mouse delta FosB homodimer. AID 493131. 340,000 tested, 0.99% active. activation, % at 25 µM. purified delta FosB, TAMRA-CDK5 oligo fluorescence polarization; percent of positive-control signal above neutral wells. P13346;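 active = mean activation above about 17%, with every replicate also reaching it, limit read from the data, passing the limit was not always enough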;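 note: fluorescence polarization rise as delta FosB binds a TAMRA Cdk5 AP-1 oligo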
Target sequence (P13346 whole entry, looked up): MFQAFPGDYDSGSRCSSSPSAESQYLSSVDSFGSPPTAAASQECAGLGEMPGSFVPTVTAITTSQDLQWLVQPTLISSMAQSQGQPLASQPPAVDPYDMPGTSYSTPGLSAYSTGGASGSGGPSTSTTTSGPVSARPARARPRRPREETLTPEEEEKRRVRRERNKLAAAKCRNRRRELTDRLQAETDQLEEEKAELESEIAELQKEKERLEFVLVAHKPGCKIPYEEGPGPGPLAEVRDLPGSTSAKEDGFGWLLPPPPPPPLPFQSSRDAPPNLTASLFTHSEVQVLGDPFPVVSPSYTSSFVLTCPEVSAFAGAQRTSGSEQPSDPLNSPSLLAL
V-ATPase pHluor: regulators of yeast V-ATPase proton transport. 350,000 tested, 0.37% active. S. cerevisiae, pHLuorin cytosolic pH fluorescence. response, % at 10 µM; in the data active = response mostly above about 7.3%, no sharp cut-off; inactive = mostly below about 5.4%; note: actives read high; inactives centre near 0; some compounds called inactive have numbers as strong as hits; reference of the scale not given here
cardiac RTF act: cardiac RTF calcium sensitization; P19429+P45379; IANBD-labeled TnC RTF fluorescence at EC20 calcium; 0% EC20 calcium, 100% full calcium; activation, % at 7.2 µM; 340,000 tested, 0.24% active; AID 493008;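 active = activation above the mean over all tested compounds plus 3 SD, cut at about 30% in these data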;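 note: rise in fluorescence read as greater calcium sensitivity of cardiac thin filaments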
Wnt bcat act: activators of Wnt/beta-catenin signaling | Wnt/beta-catenin reporter cell assay, activator, plate reader | activation, % at 9.35 µM | 300,000 tested, 1.2% active | AID 743398; in the data active = activation above about 30%, passing the limit was not always enough;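 note: 0% = neutral control wells and 100% = positive control wells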
Tat export inh: blocks Tat-dependent protein export in E. coli; E. coli MC4100 TorA-mCherry Tat export, fluorescence; inhibition, % at 10 µM; 340,000 tested, 0.036% active; AID 488895;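 active = mean replicate inhibition at least 50% and at least half of replicates individually reaching 50%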;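 note: exported cargo escapes ClpAP degradation while cytoplasmic cargo is degraded and loses fluorescence; 0% = median of neutral control wells and 100% = median of NaSCN control wells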
CAL PDZ FP-1: blocks peptide binding to the human CAL PDZ domain; purified CAL PDZ, TMR-peptide fluorescence polarization, 1 h; 300,000 tested, 0.92% active; inhibition, % at 24.9 µM; Q9HD26; AID 602252;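 active = mean inhibition of at least 30% with at least half of replicates also reaching 30%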;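 note: 0% = DMSO neutral control and 100% = excess unlabeled competitor peptide PRC23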
CAL PDZ FP-2: inhibitors of human CAL PDZ peptide binding; purified CAL PDZ, TMR-peptide fluorescence polarization, 1 h; inhibition, % at 20 µM; 330,000 tested, 0.02% active; AID 504414;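 active = highest replicate inhibition of at least 40%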;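 note: plate controls were DMSO neutral control wells for no effect and unlabeled competitor peptide control wells for full effect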
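Assay system – tagged CAL PDZ protein CerCALP, purified · Timing – 1 h at RT · Compound – single point, 20 µM · Measured by – fluorescence polarization from S- and P-plane intensities, G-factor corrected · Evaluation – inhibition from polarization loss · Probe or stimulus – TMR reporter peptide T*-PRC34 · Buffer or medium – pH 7.4 phosphate-saline buffer, reducing agent, detergent, IgG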
MITF act: MITF TRPM1 promoter activation in melanoma cells; activation, % at 12.5 µM; 300,000 tested, 0.75% active; SK-MEL-5 TRPM1-promoter luciferase, 24 h; % of positive control, neutral wells = 0; AID 588334;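 active = mean activation of at least 80% with every replicate also reaching 80%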;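 note: 0% = neutral control wells and 100% = parthenolide positive control wells; values of inactives mirror those of a sister screen read the other way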
Rtt109 Vps75: inhibitors of Candida albicans Rtt109/Vps75 histone acetyltransferase; Q5AAJ8; purified Rtt109/Vps75, ThioGlo CoA-SH fluorescence, 4 h; inhibition, % at 34.9 µM; 330,000 tested, 0.16% active; AID 540336;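 active = inhibition of at least 50% in every replicate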
CDK5 inh: blocks human CDK5/p35 kinase activity; Q00535+Q15078; Recombinant CDK5/p35, ADP-Glo luminescence, 60 min; inhibition, % at 10 µM; 330,000 tested, 0.01% active; AID 488839;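 active = highest replicate inhibition of at least 50% and at least 75% of replicates reaching 50%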;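 note: plate controls were DMSO neutral control for no effect and GW8510 at 10 µM for full effect; many of its hits are not listed in these tables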
Target sequence (Q00535 whole entry, looked up): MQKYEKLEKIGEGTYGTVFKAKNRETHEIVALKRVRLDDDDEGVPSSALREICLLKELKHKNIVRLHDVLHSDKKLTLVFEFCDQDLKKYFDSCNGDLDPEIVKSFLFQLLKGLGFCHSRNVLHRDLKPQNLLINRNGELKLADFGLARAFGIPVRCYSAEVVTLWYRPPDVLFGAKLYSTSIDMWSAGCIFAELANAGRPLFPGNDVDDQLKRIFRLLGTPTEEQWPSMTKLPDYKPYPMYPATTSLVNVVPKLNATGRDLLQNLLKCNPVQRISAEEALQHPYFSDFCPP
Target sequence (Q15078 whole entry, looked up): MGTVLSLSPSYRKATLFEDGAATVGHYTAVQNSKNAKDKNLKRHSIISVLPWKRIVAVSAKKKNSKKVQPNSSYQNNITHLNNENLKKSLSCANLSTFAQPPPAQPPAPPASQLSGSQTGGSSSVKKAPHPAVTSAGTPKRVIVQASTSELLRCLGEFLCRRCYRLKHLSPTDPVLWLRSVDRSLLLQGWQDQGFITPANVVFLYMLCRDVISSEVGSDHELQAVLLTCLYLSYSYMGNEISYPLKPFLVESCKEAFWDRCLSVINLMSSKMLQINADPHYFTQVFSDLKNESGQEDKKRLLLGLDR
Starred values were filed as active, the others as inactive; i = inactive; · = not tested or not shown.

| compound | dFosB act | V-ATPase pHluor | cardiac RTF act | Wnt bcat act | Tat export inh | CAL PDZ FP-1 | CAL PDZ FP-2 | MITF act | Rtt109 Vps75 | CDK5 inh |
| --- | --- | --- | --- | --- | --- | --- | --- | --- | --- | --- |
| C/C(O)=C(\C#N)P(=O)(c1ccccc1)c1ccccc1 | -7 | 1 | -2 | -2 | -6 | -3 | 0.2 | · | 1 | -0.2 |
| O=C(NNC(=S)NC(=O)c1ccccc1)c1cccnc1 | 3 | 0 | -7 | -1 | 4 | -1 | -2.0 | -4 | 0 | · |
| COc1ccccc1NC(=O)C(=O)/C=C(\O)c1ccccc1 | 5 | 8 | -3 | 24 | -13 | -5 | -1.7 | · | 5 | 0.0 |
| Nc1nnc(SCc2ccccc2F)s1 | -3 | 8 | 7 | 2 | -3 | -1 | 0.6 | 8 | -3 | 1.1 |
| O=C(CSc1ccccc1)NC(=O)NCc1ccccc1 | -2 | 0 | 1 | 1 | -6 | -1 | 0.6 | 4 | -2 | 1.0 |
| CC1(c2ccccc2)NC(=O)N(CC(=O)Nc2ccc3c(c2)OCO3)C1=O (stereo unspecified) | -6 | 2 | 0 | -1 | 0 | -2 | -0.4 | 1 | -3 | 0.2 |
| C/C(=N\Nc1cc(C)nc(NCc2ccccc2)n1)c1cccc([N+](=O)[O-])c1 | 3 | -6 | -1 | 0 | -6 | -6 | -2.6 | · | -16 | 0.3 |
| CCOc1c(OC)cccc1C(=O)NCC1(c2ccccc2)CCCC1 | -10 | 0 | -3 | -3 | -2 | -1 | 0.1 | -2 | -12 | -1.7 |
| COCCNC(=O)c1cccc(OC2CCN(Cc3cccc(C(C)=O)c3)CC2)c1 | 1 | 1 | -2 | -2 | 2 | -5 | -0.6 | · | 7 | -4.7 |
| Cc1ccc(N(C)C(=O)CN(C)S(=O)(=O)c2ccc3c(c2)n(C)c(=O)c(=O)n3C)cc1 | -2 | 1 | -1 | 0 | 0 | -3 | 0.2 | -8 | 3 | 0.2 |
| COC(=O)C1C/C(=N\NS(=O)(=O)c2ccc(C)cc2)c2ccsc2C1 (stereo unspecified) | -3 | -2 | 11 | · | -11 | -2 | 0.4 | 9 | 0 | -0.7 |
| CCN1CCN(C(=O)c2cc3c(s2)-c2c(C)cccc2OC3)CC1 | 1 | -2 | -1 | · | -6 | 5 | 0.1 | 60 | i | 0.6 |
| Cc1oc(-c2cccc(Cl)c2)nc1CN1CCCC(C(=O)NCCCN2CCOCC2)C1 (stereo unspecified) | 1 | -4 | -4 | · | -1 | -1 | -1.5 | · | 8 | -2.4 |
| O=C1CC(N2CCSCC2)C(=O)N1CCc1ccccc1 (stereo unspecified) | 1 | -1 | 3 | 0 | 1 | -2 | -3.0 | 2 | -7 | 0.3 |
| CN(C(=O)COC(=O)c1cc(S(=O)(=O)N2CCOCC2)ccc1Cl)C1CCS(=O)(=O)C1 (stereo unspecified) | 1 | 3 | 0 | -4 | 4 | -7 | -0.1 | -9 | -5 | 0.9 |
| CO[C@@]1(NC(=O)CSCC#N)C(=O)N2C(C(=O)O)=C(CSc3nnnn3C)CS[C@@H]21 | -8 | 2 | 5 | 1 | -5 | -2 | -1.0 | 2 | 1 | -3.1 |
| COC(=O)NC1CSCC1OC(=O)CCN1C(=O)c2ccccc2C1=O (stereo unspecified) | 6 | 0 | -1 | -2 | -4 | 1 | -0.3 | 6 | -15 | 1.2 |
| Cc1cccc(OCC(=O)N2CCN(C(=O)CCC3CCCC3)CC2)c1 | -3 | 1 | -3 | · | -8 | -2 | -0.7 | 1 | 10 | 0.2 |
| CC(C)CCN1C(Nc2ccccc2)=NC[C@@H]1C | -5 | 0 | 5 | 3 | -8 | 5 | -0.8 | -3 | 11 | 1.0 |
| COC(=O)c1c(C)nn(-c2ccccc2)c1N | 5 | 3 | 6 | 3 | -3 | · | -0.7 | · | 14 | -0.1 |
| CC1(c2ccccc2Cl)NC(=O)N(CC(=O)Nc2ccc3c(c2)OCO3)C1=O (stereo unspecified) | -1 | -3 | 2 | -2 | 0 | · | 0.1 | 3 | 2 | -0.8 |
| Cn1c(=O)[nH]c(=O)c2c1nc(N1CCOCC1)n2CC(=O)c1ccccc1 | -3 | 0 | 1 | 0 | -3 | 4 | -1.0 | 1 | -1 | 0.2 |
| Cc1ccc2cc3cc(C(=O)NCCN4CCOCC4)oc3nc2c1 | -27 | 1 | -3 | 0 | -10 | 1 | -1.7 | -2 | 16 | 1.0 |
| O=C(Nc1ccc(N2CCOCC2)cc1)C1CC(O)CN1S(=O)(=O)c1ccc(Cl)cc1 (stereo unspecified) | 0 | 0 | -3 | 12 | 4 | -1 | -2.3 | 0 | -7 | 0.7 |
| COc1ccccc1-n1c(-c2ccc(F)cc2)coc1=O | -1 | -1 | -3 | · | -3 | -12 | -1.9 | -7 | 8 | 0.9 |
| O=Nc1c2cc(-c3ccccc3)[nH]nc-2c2ccccc12 | 6 | 0 | -3 | 1 | -10 | 6 | -9.5 | -25 | -3 | 0.5 |
| O=C(CN(Cc1ccccc1)C(=O)CNS(=O)(=O)c1ccc(F)cc1)NCc1ccco1 | 1 | 1 | -7 | 2 | 0 | · | 0.0 | -6 | 2 | 0.2 |
| CC(=O)C1=C(C)N(c2ccccc2)C(=O)C1(NS(=O)(=O)c1ccc(N)cc1)C(F)(F)F (stereo unspecified) | -3 | 0 | 4 | -6 | -4 | 0 | -1.8 | 1 | 9 | -0.5 |
| O=C(CN(Cc1cccs1)C(=O)CCC(=O)Nc1ccccn1)NCc1ccccc1 | -5 | 0 | -2 | 0 | -7 | -3 | -0.9 | 1 | -5 | -0.1 |
| Cn1c(=O)c2c(ncn2CC(=O)N/N=C/c2cn[nH]c2-c2ccc(F)cc2)n(C)c1=O | -14 | 2 | -2 | -3 | 2 | -5 | -3.2 | -4 | -4 | 0.1 |
| COc1ccc2c(c1)SC(C)CC2=O (stereo unspecified) | -5 | -5 | -2 | · | 9 | -5 | -0.1 | 1 | -5 | 1.6 |
| O=C(N/N=C/c1ccsc1)c1c[nH]c2ccccc12 | -7 | -3 | -1 | 19 | -4 | -3 | -4.9 | 60 | 1 | 3.1 |
| CSc1ccc(CNCCCN(C)C)cc1 | 3 | -1 | -4 | 4 | -8 | -1 | 0.8 | 15 | -5 | -0.4 |
| CCOc1ccc(N2C(=O)C3ON(c4ccccc4)C(c4cccs4)C3C2=O)cc1 (stereo unspecified) | -3 | 0 | 10 | -1 | -4 | -1 | -2.8 | -1 | 7 | -1.3 |
| CCCNc1c(N)c(=O)c1=O | 0 | 0 | · | 0 | 0 | · | -0.4 | · | -6 | 1.5 |
| Cc1ccc(S(=O)(=O)NCc2ccc(C(=O)NC3CCCCC3)cc2)cc1 | 11 | 2 | -3 | 3 | 4 | -1 | -2.1 | -4 | -7 | 1.0 |
| O=C(N/N=C/c1ccc2c(c1)OCO2)C(=O)Nc1ccccc1Cl | 6 | 0 | -3 | -2 | 30 | -4 | 0.0 | 7 | -3 | -3.4 |
| CCn1c(SCC(=O)NC2CC2)nnc1-c1ccc(F)cc1 | 4 | 1 | 2 | 4 | 2 | -4 | -1.8 | -4 | 0 | -0.1 |
| Cc1c(C(=O)NNC(=O)c2ccncc2)oc2ccccc12 | -3 | 1 | 1 | -2 | -3 | -1 | -2.3 | -6 | 3 | -5.1 |
| O=C(COc1cc2oc(=O)c3c(c2cc1Cl)CCCC3)N1C[C@H]2C[C@@H](C1)c1cccc(=O)n1C2 | -3 | -5 | 2 | 0 | -5 | -2 | 0.1 | 7 | -7 | -1.3 |
| COC(=O)c1ccccc1NC(=O)COC(C)=O | -1 | 4 | 3 | -2 | 0 | -2 | · | 3 | 1 | -0.8 |
| c1ccc(N/N=C(\Cc2nc3ccccc3[nH]2)c2ccccc2)cc1 | 3 | 2 | -13 | 19 | 3 | -2 | -3.9 | 77 | -3 | 0.6 |
| COc1ccc(C[C@H](N)C(=O)N[C@H]2[C@@H](O)[C@H](n3cnc4c(N(C)C)ncnc43)O[C@@H]2CO)cc1 | -2 | 17 | 0 | -5 | -2 | -4 | -0.5 | -109 | 2 | -0.4 |
| CCOC(=O)c1nc(Nc2ccc(C(=O)O)cc2)c2ccccc2n1 | -15 | 2 | -2 | 0 | 0 | 9 | 0.3 | · | 5 | -0.5 |
| COc1cc(/C=C(\C#N)C(=O)Nc2ccc(C(=O)O)cc2)ccc1OC(=O)c1cccc(F)c1 | -15 | 2 | -3 | 1 | -5 | 3 | -0.1 | · | -1 | 0.1 |
| COCCCNc1oc(-c2ccccc2Cl)nc1C#N | 6 | -1 | 1 | 0 | 5 | 5 | -2.7 | 12 | -11 | -0.1 |
| O=C(CSc1nc2ncc(Cl)cc2[nH]1)NCC(=O)Nc1ccc(F)c(F)c1F | -7 | 1 | -1 | 0 | -2 | 7 | 0.0 | -16 | -2 | 3.0 |
| Cc1ccc(C(C)C)c(OCc2nnc3n2CCCCC3)c1 | -7 | 0 | -2 | 8 | 8 | -3 | -5.6 | · | 6 | -1.3 |
| C=CCOc1c(Br)cc(CNc2ccc(NC(=O)CCC)cc2)cc1OCC | -7 | -4 | 1 | · | 4 | -2 | -0.6 | -5 | 8 | 0.7 |
| CC1CCN(C(=O)c2ccccc2SCC(=O)NCC2CCCCC2)CC1 | -7 | -1 | -8 | -2 | 1 | · | -0.7 | 1 | 10 | 0.1 |
| O=C1CCCN1c1cc(Cl)cc(Cl)c1 | 7 | -4 | -2 | -11 | -2 | 4 | -1.0 | 0 | 7 | -0.8 |
| CCOc1ccc2nc(SCC(=O)N3CCCCCC3)c(C#N)cc2c1 | -1 | 1 | -1 | · | 3 | · | -2.2 | · | -9 | -1.9 |
| COc1ccc(CNC(=O)c2ccc3oc(C(C)C)nc3c2)cc1 | -6 | 2 | -3 | 19 | 13 | -4 | -2.5 | 65 | 11 | 0.6 |
| CC(=O)NS(=O)(=O)c1ccc(N2C(=O)CC(Sc3nccc(C)n3)C2=O)cc1 (stereo unspecified) | -8 | -1 | -4 | 0 | -2 | -2 | -3.3 | · | -1 | 0.5 |
| CCCCCCCCNC(=O)CC(NS(=O)(=O)c1ccc(NC(C)=O)cc1)C(C)C (stereo unspecified) | -12 | 2 | -1 | -5 | 2 | -1 | -1.9 | 12 | 1 | -0.1 |
| CCOC(=O)N1CCN(C(=O)Cc2ccc(-n3c(=O)[nH]c4ccccc4c3=O)cc2)CC1 | 0 | -3 | 1 | · | -4 | -4 | -0.8 | 12 | -4 | 0.3 |

(listing goes on)
| compound | dFosB act | V-ATPase pHluor | cardiac RTF act | Wnt bcat act | Tat export inh | CAL PDZ FP-1 | CAL PDZ FP-2 | MITF act | Rtt109 Vps75 | CDK5 inh |
| --- | --- | --- | --- | --- | --- | --- | --- | --- | --- | --- |
| Cc1noc(C)c1COC(=O)CCCOc1ccc(Cl)cc1Cl | -2 | 1 | 1 | · | 5 | 2 | -0.7 | -15 | -8 | -0.4 |
| CC(NC(=O)COC(=O)c1ccc(Br)o1)c1ccccc1 (stereo unspecified) | -4 | -5 | -5 | -1 | 1 | -3 | -1.9 | -10 | -1 | 0.2 |
| Cc1[nH]c2ccccc2c1C(c1ccncc1)N1CCCCC1 (stereo unspecified) | 5 | -5 | -2 | -3 | -3 | 4 | -0.8 | 1 | 0 | 2.1 |
| COc1cccc(/C=N/N2CCN(c3ccccc3OC)CC2)c1 | -2 | -2 | -8 | · | 3 | 2 | -0.5 | 108* | 9 | 0.8 |

Screens as filed in PubChem BioAssay.
